Screening results deposited in PubChem BioAssay by Broad Institute.
ARNT-TACC3 inh – ARNT/TACC3 interaction disruption; inhibition, % at 9.99 µM; Q9Y6A5; AlphaScreen His-ARNT PAS-B/GST-TACC3 binding, luminescence; TACC3 fragment carries E629A point mutation; 390,000 tested, 0.66% active; AID 623870;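 active means mean inhibition of replicates at least 50% and at least half of replicates each reaching 50%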;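 further: 0% = complete ARNT plus TACC3 wells and 100% = ARNT alone without TACC3; many hits fall short of the cut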
RAD54 inh – RAD54 (human) branch migration inhibition. Q92698. RAD54 Holliday junction branch migration, FAM/BHQ fluorescence. 360,000 tested, 0.14% active. AID 602329. inhibition, % at 10.4 µM;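 active means mean normalized replicate activity at least 40 and at least half of replicates scoring 40 or more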;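 further: 0% = median of neutral control wells and 100% = median of positive control wells; inhibitors cause a drop in the FAM fluorescence signal; in these data hits start at about 50%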
esBAF inh – SWI/SNF esBAF complex inhibition; mouse ES cells, Bmi1-luciferase knock-in reporter, 24 h; 100% = twice the neutral-well signal; reporter increase, % at 12.5 µM; 350,000 tested, 2% active; AID 602393; in the data active means activation above about 40%;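 further: 0% = median of the plate's neutral control wells and 100% = double that signal; a rise in the Bmi1 reporter signal indicates esBAF inhibition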
RAD52 inh – inhibitors of human RAD52 DNA annealing | P43351 | recombinant RAD52 DNA annealing, FRET fluorescence | inhibition, % at 18.7 µM | 360,000 tested, 0.46% active | AID 651710;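 active means every replicate showing at least 50% inhibition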
Xi reactivation – X-chromosome reactivation activator. XiGFP mouse fibroblasts, % GFP-positive cells imaging, 3 d; cells co-treated with 5-aza-dC sensitizer; scaled so ellipticine positive control = 100%. activation, % at 7.58 µM. 360,000 tested, 0.055% active. AID 743238;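 active means mean normalized replicate activation at least 10% and every replicate at or above 10%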;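 further: 0% = median of on-plate neutral control wells and 100% = ellipticine 6 µM median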
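Material: SV40-immortalized XiGFP fibroblast cells, line 68-5-11 | Buffer or medium: DMEM containing 5-aza-dC | Dosing: One concentration, pinned | Times: 3 d treatment, 15 min room-temperature fixation | Controls: Ellipticine 6 µM positive control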
INS-1E GSIS act – GLuc luminescence reporter in INS-1E cells, primary screen for activators of glucose-dependent secretion of insulin; INS-1E GLuc reporter insulin secretion, 2-3 h; activation, % at 16.6 µM; 370,000 tested, 0.61% active;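 active means lowest replicate activation of at least 40%, so every replicate reaches that level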;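 further: 0% = median of neutral control wells and 100% = median of IBMX positive control wells; some compounds called inactive have numbers as strong as hits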
ERAP1 inh – ERAP1 (human) enzyme inhibition. recombinant ERAP1, Leu-AMC fluorescence, 60 min. 340,000 tested, 0.15% active. inhibition, % at 10.7 µM. Q9NZ08. AID 652197;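 active means mean replicate inhibition of at least 30%, or all replicates individually reaching that 30% level; inactive means mean below 30% and not every replicate reaching it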;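 further: 0% = neutral control wells and 100% = L-leucinethiol positive control wells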
Target sequence (Q9NZ08 whole entry, looked up): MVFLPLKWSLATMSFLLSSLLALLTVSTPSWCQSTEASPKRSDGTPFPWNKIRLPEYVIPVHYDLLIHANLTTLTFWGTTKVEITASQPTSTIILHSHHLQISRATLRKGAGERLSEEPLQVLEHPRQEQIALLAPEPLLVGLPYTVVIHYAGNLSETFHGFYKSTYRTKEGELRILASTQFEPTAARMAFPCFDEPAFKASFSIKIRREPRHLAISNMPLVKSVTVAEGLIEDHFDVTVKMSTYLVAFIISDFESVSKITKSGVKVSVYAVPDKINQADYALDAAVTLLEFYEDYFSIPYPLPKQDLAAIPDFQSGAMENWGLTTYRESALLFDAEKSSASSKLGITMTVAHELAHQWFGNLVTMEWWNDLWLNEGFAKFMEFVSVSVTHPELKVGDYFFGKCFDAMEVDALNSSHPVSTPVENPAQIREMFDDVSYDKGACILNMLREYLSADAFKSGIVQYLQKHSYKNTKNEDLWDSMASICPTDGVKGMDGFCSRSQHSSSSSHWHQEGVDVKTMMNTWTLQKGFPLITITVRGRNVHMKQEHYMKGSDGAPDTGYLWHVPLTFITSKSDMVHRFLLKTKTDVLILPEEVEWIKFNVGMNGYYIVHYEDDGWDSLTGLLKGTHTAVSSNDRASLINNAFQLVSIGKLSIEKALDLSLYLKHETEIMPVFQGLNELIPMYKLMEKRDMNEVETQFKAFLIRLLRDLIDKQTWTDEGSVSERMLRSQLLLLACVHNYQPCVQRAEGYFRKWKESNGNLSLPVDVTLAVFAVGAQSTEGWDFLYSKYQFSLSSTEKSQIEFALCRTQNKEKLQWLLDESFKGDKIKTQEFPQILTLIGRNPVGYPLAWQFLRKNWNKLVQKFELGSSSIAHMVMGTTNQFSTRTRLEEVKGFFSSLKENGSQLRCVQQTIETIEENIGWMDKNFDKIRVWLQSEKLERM
CFTR F508del cor – correctors of CFTR F508del function in bronchial epithelial cells. CFBE cells, YFP halide quenching; stimulated with forskolin plus potentiator P3; % fluorescence drop versus neutral controls. activity (quench increase), % at 7.58 µM. 350,000 tested, 0.36% active. AID 720511;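 active means mean added fluorescence quench of at least 8% versus neutral control, with both replicates also reaching 8%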;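 further: cells transiently co-express mutant CFTR-F508del with the halide-sensitive YFP; corrector assay measuring rescue of mutant channel to the surface after 24 h compound exposure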
* hit, by the source's call; / = no result given.

SMILES	ARNT-TACC3 inh	RAD54 inh	esBAF inh	RAD52 inh	Xi reactivation	INS-1E GSIS act	ERAP1 inh	CFTR F508del cor
Cc1cccc(NC(=O)c2cc(S(=O)(=O)N3CCOCC3)cn2C)c1C	3	2	-4	-13	-0.1	-3	2	-1.1
CN(C)c1nc(C#N)nc(N(C)C)n1	-6	6	-6	2	0.1	-10	-5	-2.3
Cc1c(C(=O)N2CCN(C)CC2)oc2c1C(=O)CC(C)(C)C2	-3	16	-2	-29	/	26	-1	-1.7
Cn1cccc1/C=C1\SC(=S)N(NC(=O)c2ccc(F)cc2)C1=O	11	/	/	-11	0.0	-2	/	1.8
CCc1ccc(NC(=O)C(=O)NNC(=O)c2cccs2)cc1	/	-8	13	-1	0.0	-1	2	-1.3
COc1cccc(S(=O)(=O)N2C[C@H](O)COC[C@H]3O[C@H](CC(=O)Nc4ccccc4)CC[C@@H]32)c1	-3	2	-4	-6	0.0	5	1	-5.5
C[C@@H]1CN([C@@H](C)CO)C(=O)Cc2cc(NC(=O)NC3CCCCC3)ccc2O[C@@H]1CN(C)S(=O)(=O)c1ccccc1	3	-2	0	3	-0.1	-17	-1	-2.4
O=C(CSc1nc(=O)n(CCCN2CCOCC2)c2c1CCC2)Nc1ccc([N+](=O)[O-])cc1	-4	-12	1	-4	0.0	-19	-2	-1.6
CNC(=S)N(CCCn1ccnc1)Cc1c(F)cccc1Cl	14	14	3	4	0.4	-5	-2	0.8
COC(=O)[C@@H](Cc1ccccc1)NC(=O)Cn1cnc2c(SC)nc(N)nc21	-11	4	-2	-14	0.2	-3	2	-2.2
COc1ccc(Cl)cc1NC(=O)CN(C)C(=O)c1ccc(-n2nc(C)cc2C)cc1	-9	8	5	-8	0.2	-16	5	-1.0
CC(C)n1nnnc1SCC(=O)NC1CCCC1	-5	-3	29	1	0.0	-1	-3	2.8
Cc1ccc(Cl)c(NC(=S)N(CCCN2CCOCC2)Cc2ccco2)c1	3	-1	3	-11	/	3	4	1.6
CC(CNCCCn1ccc(NC(=O)OCc2ccccc2)nc1=O)c1ccccc1 (stereo not given)	2	-15	-4	0	-0.1	-12	-3	-3.3
C[C@@H]1CN([C@H](C)CO)C(=O)c2cccc(NC(=O)c3ccc(-c4nccs4)cc3)c2O[C@@H]1CN(C)Cc1ccc(C(=O)O)cc1	-2	8	3	-9	-1.0	9	-1	-1.6
COC(=O)c1ccc(OCC(O)CN2CCN(C(=O)c3ccco3)CC2)cc1 (stereo not given)	-10	5	-8	-16	0.5	17	-1	2.0
O=C(COC(=O)C1CC1)NCc1ccccc1	-2	5	-2	-14	-0.1	10	0	-1.1
COc1ccc(C2C(C#N)=C(N)Oc3c2c(-c2ccccc2)nn3-c2ccccc2)c(OC)c1OC (stereo not given)	7	7	/	/	0.0	9	/	/
CN(C)c1ccc(C(CNC(=O)c2ccccc2F)c2c[nH]c3ccccc23)cc1 (stereo not given)	-4	/	22	-4	0.0	5	0	0.1
COc1cc2c(cc1OC)/C(=C/C(=O)c1cccc([N+](=O)[O-])c1)NCC2	9	-1	-15	-2	0.1	38	0	7.5
COc1ccc2c3c(n(C)c2c1)[C@H](CO)N(C(=O)c1ccccn1)CC31CCN(C(=O)Cc2ccccc2)CC1	/	/	/	-9	0.3	-6	-3	-0.9
CO[C@@H]1CN(C)C(=O)c2ccc(NS(=O)(=O)c3ccccc3)cc2OC[C@@H](C)N(C)C[C@@H]1C	/	-3	0	2	0.4	5	/	0.2
CCCCNS(=O)(=O)c1cc(-c2nn(C)c(=O)c3ccccc23)ccc1C	-4	-6	9	-3	0.0	18	0	2.6
COc1ccc(-n2ncc3c(N4CCN(c5cccc(C)c5C)CC4)ncnc32)cc1	/	-2	2	-9	0.1	2	1	-2.7
COc1cccc(-c2nc(CN3CCN(C(=O)c4ccco4)CC3)c(C)o2)c1OC	/	-4	-5	-10	0.0	3	1	0.8
CCN(CC(=O)Nc1ccccc1OC)C(=O)C1CCCC1	0	4	-9	1	0.0	68*	-2	0.0
O=C(c1cc([N+](=O)[O-])ccc1N1CCN(S(=O)(=O)c2ccc(Cl)c(Cl)c2)CC1)N1CCOCC1	-1	0	2	/	0.2	-19	/	/
c1ccc2c(c1)CN1C(=N2)COc2ccccc2C1c1nc2ccccc2[nH]1 (stereo not given)	/	/	/	-25	-0.1	1	6	0.7
Cc1cccc(OC(C)c2ccnc3nc(/N=C/N(C)C)nn23)c1 (stereo not given)	1	-5	0	4	/	-11	0	/
COC(=O)C1=CN(c2ccc(OC)cc2)C=C(C(=O)OC)C1c1cc(OC)c(OC)cc1OC	-3	-12	-5	-11	-0.1	9	-2	4.6

Molecules listed so far containing a cyano group (two):
SMILES	ARNT-TACC3 inh	RAD54 inh	esBAF inh	RAD52 inh	Xi reactivation	INS-1E GSIS act	ERAP1 inh	CFTR F508del cor
CN(C)c1nc(C#N)nc(N(C)C)n1	-6	6	-6	2	0.1	-10	-5	-2.3
COc1ccc(C2C(C#N)=C(N)Oc3c2c(-c2ccccc2)nn3-c2ccccc2)c(OC)c1OC (stereo not given)	7	7	/	/	0.0	9	/	/

Carrying on:
SMILES	ARNT-TACC3 inh	RAD54 inh	esBAF inh	RAD52 inh	Xi reactivation	INS-1E GSIS act	ERAP1 inh	CFTR F508del cor
CCOc1cc(/C=N/NC(=O)CCc2n[nH]c(=O)[nH]c2=O)ccc1O	/	0	-9	-9	0.2	4	-4	-3.3
CCc1nc(N=C(N)N)nc2ccccc12	/	/	/	63*	0.1	13	-4	6.4
COc1cc(OC)c(C(=O)c2ccccc2[N+](=O)[O-])c(OC)c1	/	-1	3	0	0.0	19	-1	-0.9
COc1ccc(OCC(O)CNC(=O)Nc2ccc(Cl)cc2)cc1 (stereo not given)	-7	/	/	-10	0.0	-5	2	-4.8
CCCC1CC(C(=O)NC(C(C)Cl)C2OC(SC)C(O)C(O)C2O)N(C)C1 (stereo not given)	3	-6	8	0	-0.1	/	-1	3.4
O=[N+]([O-])c1ccc(N2CCN(S(=O)(=O)c3ccccc3)CC2)cc1N1CCc2ccccc2C1	-2	/	/	-6	0.4	4	-2	/
C[C@@H]1CCCCO[C@H](CN(C)Cc2ccncc2)[C@@H](C)CN([C@H](C)CO)C(=O)c2cc(NC(=O)NC3CCCCC3)ccc2O1	9	-4	-6	-7	0.0	17	1	0.5
Cn1c(=O)c2c(nc(N3CCN(c4ccc([N+](=O)[O-])cc4)CC3)n2C)n(C)c1=O	/	-1	/	-10	0.0	29	0	-1.0
Nc1nc2n(n1)C(c1cccc(Br)c1)CC(c1ccccc1)N2 (stereo not given)	-2	2	3	-4	0.2	47	0	-2.7
C[C@@H]1CNCCN1c1ccc(N2CCN(Cc3ccccc3)[C@@H](C)C2)c(C#N)c1	/	/	/	48	0.3	/	5	-0.9
O=C(OCC1CC(c2ccccc2)=NO1)c1ccc(Cl)cc1 (stereo not given)	-4	-8	4	-10	/	6	3	-0.7
CS(=O)(=O)c1ccc(C(=O)OCC(=O)Nc2cccc(S(=O)(=O)N3CCCC3)c2)cc1	0	/	/	-16	0.0	9	3	-1.2
O=C(Cc1ccc([N+](=O)[O-])cc1)Nc1ccc2c(c1)C(=O)NC2=O	-4	/	/	-7	0.2	80	0	-0.8
C[C@@H]1CN([C@@H](C)CO)S(=O)(=O)c2ccc(C3=CCCCC3)cc2O[C@@H]1CN(C)Cc1ccccn1	8	-7	3	9	0.1	0	2	3.4
COc1cc(CNS(=O)(=O)c2ccc3c(c2)CC(C)N3C(C)=O)cc(OC)c1OC (stereo not given)	0	5	0	-6	0.1	-5	1	-0.7

Among those listed so far, these contain two or more sulfur atoms:
SMILES	ARNT-TACC3 inh	RAD54 inh	esBAF inh	RAD52 inh	Xi reactivation	INS-1E GSIS act	ERAP1 inh	CFTR F508del cor
Cn1cccc1/C=C1\SC(=S)N(NC(=O)c2ccc(F)cc2)C1=O	11	/	/	-11	0.0	-2	/	1.8
CS(=O)(=O)c1ccc(C(=O)OCC(=O)Nc2cccc(S(=O)(=O)N3CCCC3)c2)cc1	0	/	/	-16	0.0	9	3	-1.2

Next section.
SMILES	ARNT-TACC3 inh	RAD54 inh	esBAF inh	RAD52 inh	Xi reactivation	INS-1E GSIS act	ERAP1 inh	CFTR F508del cor
CCC(=O)N(C)C[C@H]1Oc2ncc(-c3ccc(C#N)cc3)cc2C(=O)N([C@@H](C)CO)C[C@@H]1C	-4	-8	-3	-6	-1.4	-3	-2	1.8
Cc1cccnc1NC(=O)CNC(=O)c1sc2ccccc2c1Cl	-6	-2	29	-24	-1.1	/	0	0.7
CCCCCCC(=O)N1C/C=C\C(c2ccc(OC)cc2)N(Cc2ccc(F)cc2)C(=O)C1 (stereo not given)	-3	-3	-7	-11	0.0	-34	-5	2.0
Cc1ccc(S(=O)(=O)N(C)C[C@H]2Oc3ccc(NC(=O)CCC(F)(F)F)cc3CC(=O)N([C@@H](C)CO)C[C@@H]2C)cc1	7	11	0	6	-1.0	12	-1	1.8
CN(C)c1nc(NCc2ccccc2)nc(SCC(N)=O)n1	-5	-4	2	-13	-0.1	18	0	-1.1
Cc1ccc(NC(=O)c2ccc(Cl)c(S(=O)(=O)N3CCc4ccccc43)c2)nc1	/	-11	27	-2	0.2	19	0	0.0
C=CCNc1oc(-c2cccs2)nc1S(=O)(=O)c1ccccc1	-3	-8	3	-21	-0.1	0	0	-0.9
COc1ccc(-c2csc(NC(=O)c3ccc(OCC(=O)N4CCOCC4)c(OC)c3)n2)cc1	-1	-7	18	-89	0.0	10	2	-1.1
O=C(NCC[C@@H]1CC[C@@H](NC(=O)C2CC2)[C@H](CO)O1)c1cc(Cl)cc(Cl)c1	-15	-3	-4	-19	-0.2	18	-1	2.5
CCC(=O)Nc1cccc(NC(=S)NC(=O)c2ccccc2)c1	-14	/	/	-9	0.0	4	3	/
COc1ccc(NC(=O)Nc2ccc3c(c2)C(=O)N([C@@H](C)CO)C[C@H](C)[C@H](CN(C)C(=O)NC(C)C)O3)cc1	-3	-2	-1	6	0.0	12	-1	1.1
O=C(O)c1ccc(OCCCCCCOC2CCCCO2)cc1 (stereo not given)	-5	14	2	-12	0.1	9	-12	0.2
CC1CCCN(C(=O)CCc2nnc(-c3ccc4c(c3)OCO4)o2)C1 (stereo not given)	-15	-4	42*	-11	-0.1	0	-5	-1.1
C[C@H](CO)N1C[C@H](C)[C@@H](CN(C)S(=O)(=O)c2cn(C)cn2)Oc2c(NC(=O)c3ccncc3)cccc2C1=O	-4	-19	4	-7	0.0	-4	3	2.5
CO[C@H]1CN(C)C(=O)c2cc(NC(=O)NC(C)C)ccc2OC[C@H](C)N(Cc2ccc(-c3ccccn3)cc2)C[C@@H]1C	1	-1	142*	23	0.2	-42	0	-2.3
Cc1ccc(NC(=O)CN(C)C(=O)COC(=O)[C@@H](NC(=O)c2ccccc2F)C(C)C)cc1	0	-4	2	-12	5.8	-5	6	0.5
O=C(c1ccccn1)N1CCCC(N2CCN(c3cccc(C(F)(F)F)c3)CC2)C1 (stereo not given)	8	-8	4	-4	0.1	-9	-5	-1.3
N#C/C(=C\c1ccccc1O)C(=O)Nc1cccnc1	0	4	41	-9	-0.2	11	0	1.8
CC(NC(=O)/C(=C/c1ccc(OC(F)F)cc1)c1ccccc1)c1ccccc1 (stereo not given)	15	/	/	-15	0.0	-3	-1	-0.5
O=C(NCCN1CCCCC1)[C@H]1N[C@H]2c3ccc(-c4ccc(F)cc4)c(=O)n3C[C@H]2[C@@H]1CO	0	-5	6	-4	0.3	14	-6	-2.1
CC(=O)Nc1ccc2c(c1)C(=O)N(C)[C@H]1CC[C@@H](CC(=O)NCc3ccccc3)O[C@H]1CO2	-3	13	-4	1	0.1	-1	2	2.1
COc1cc(OC)c(NC(=O)CN(C)S(=O)(=O)c2ccc(-c3ccc(=O)[nH]n3)s2)cc1Cl	0	-6	-4	-24	0.4	3	0	-2.3
